GSK3B inh: human GSK3beta kinase inhibitors, primary screen, biochemical, cell-free homogeneous, HTS; GST-GSK3beta kinase, ADP-Glo luminescence, 60 min; hits give low values; activity score (negative = inhibition), % at 10 µM; actives 0.038% (n = 300,000);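 active = more than half of replicate wells score below -50%, meaning over 50% inhibition versus plate controls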;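 note: 0% = median DMSO wells and -100% = median GW8510 positive control wells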
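Assay system: GST-fused GSK3beta enzyme, cell-free / Medium: Tris pH 7.5 buffer with MgCl2, DTT, BSA, heparin / Also added: peptide substrate plus 25 µM ATP (final) / Compound: 10 µM single point / Timing: kinase reaction with compound 60 min at room temperature / Detection: ADP-Glo luminescence / Benchmarks: DMSO neutral wells and GW8510 at 20 µM as positive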
RGS4 act: RGS4 potentiators or activators, primary screen, cell-based, HEK293 M3R inducible RGS4, calcium flux. actives 0.92% (n = 310,000). carbachol calcium flux Fluo4; hits give low values. B-score at 10 µM;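 active = B-score of the integrated calcium signal more than 4 SD below the library mean, with starting fluorescence not abnormally high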;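 note: negative B-score means reduced calcium response which marks RGS4 activation or potentiation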
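test system = HEK293 cells with stable M3R and inducible RGS4 | schedule = recording 10 s baseline at 1 Hz, 100 s post-agonist | technique = Fluo4-AM (2 µM) calcium-flux fluorescence, kinetic read | measure = Agonist-evoked peak-minus-minimum fluorescence over baseline, integrated ratio, B score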
KCNK3 block: human KCNK3 channel inhibitors, primary screen, CHO cells, FluxOR thallium flux, B-score | Potassium channel subfamily K member 3 (Homo sapiens), O14649 | FluxOR fluorescence; hits give low values | B-score at 10 µM | actives 0.84% (n = 340,000);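 active = B-score under library mean minus 4 SD, starting fluorescence ratio at most library mean plus 5 SD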;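 note: more negative B-score means stronger inhibition of thallium flux through KCNK3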
DYRK1A inh: rat Dyrk1A kinase inhibitors, primary screen, biochemical, single point, plate reader; ADP-Glo luminescence, NFATc1 peptide; actives 0.43% (n = 310,000); inhibition, % at 12.5 µM; Dual specificity tyrosine-phosphorylation-regulated kinase 1A (Rattus norvegicus), Q63470; in the data active = inhibition above about 50%;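 note: plate controls were vehicle with enzyme for no effect and no enzyme for full effect; many of its hits are not listed in these tables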
hERG rescue: hERG rescue from dofetilide block, primary screen, cell-based, CHO-hERG, FluxOR thallium flux, dofetilide IC70; dofetilide IC70 present; activation (rescue from dofetilide block), less the hit threshold, % at 10 µM; actives 0.51% (n = 310,000);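 active = activation above the mean of controls blocked by dofetilide plus 5 SD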;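 note: thallium influx through hERG after potassium depolarization seen as dye fluorescence rise; in these data hits start at about 4.7%; inactives centre near -7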
GSK3 alpha inh: blockers of GSK3A enzyme activity – biochemical, luminescence, cell-free homogeneous, HTS, primary screen | Glycogen synthase kinase-3 alpha (Homo sapiens), P49840 | GSK-3 alpha kinase, ADP-Glo luminescence, 60 min | inhibition, % at 10 µM | actives 0.1% (n = 320,000) | AID 2650, 2010;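 in the data active = inhibition above about 50%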;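 note: GST-tagged GSK-3 alpha with peptide substrate and 25 µM ATP; 0% = DMSO neutral wells and 100% = GW8510 positive control wells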
Target sequence (P49840 whole entry, looked up): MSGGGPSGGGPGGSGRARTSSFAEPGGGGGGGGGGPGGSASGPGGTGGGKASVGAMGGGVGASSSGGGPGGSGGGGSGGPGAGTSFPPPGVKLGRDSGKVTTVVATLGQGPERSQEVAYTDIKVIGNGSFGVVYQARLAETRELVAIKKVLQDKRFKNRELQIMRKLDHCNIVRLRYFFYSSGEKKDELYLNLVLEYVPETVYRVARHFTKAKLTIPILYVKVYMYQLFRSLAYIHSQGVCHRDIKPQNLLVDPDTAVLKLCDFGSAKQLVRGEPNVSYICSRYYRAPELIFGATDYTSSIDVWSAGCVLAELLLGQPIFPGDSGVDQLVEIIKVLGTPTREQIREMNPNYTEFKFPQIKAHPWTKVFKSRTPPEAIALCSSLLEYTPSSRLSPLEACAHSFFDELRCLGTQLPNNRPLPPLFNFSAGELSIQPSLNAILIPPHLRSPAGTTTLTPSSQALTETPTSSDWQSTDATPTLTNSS
KCNQ1 inh: inhibitors of human KCNQ1 channel, primary screen, cell-based, thallium flux, high-throughput | B-score at 10 µM | Potassium voltage-gated channel subfamily KQT member 1 (Homo sapiens), P51787 | actives 1.3% (n = 310,000) | CHO-K1 KCNQ1, FluxOR thallium flux fluorescence; hits give high values | AID 2642, 2010;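 active = compounds whose thallium flux B-score, printed positive for inhibition, exceeds three library SD while starting fluorescence stays within three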;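 note: channel opened by potassium depolarization with thallium stimulus after 20 min compound exposure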
RGS4 inh: RGS4 inhibitors, primary screen, cell-based, HEK293 M3R inducible RGS4, calcium flux | actives 0.45% (n = 310,000) | Regulator of G-protein signaling 4 (Homo sapiens), P49798 | B-score at 10 µM | AID 463165, 2010 | Fluo-4 calcium flux; hits give high values; triggered by carbachol at its EC20;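 active = B-score, a plate-corrected calcium signal, over three deviations above library mean, with baseline fluorescence within five deviations of library mean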;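 note: RGS4 expression induced by doxycycline in cells with stable M3 receptor; B-score is computed from the integrated fluorescence ratio over baseline after carbachol; higher B-score means a larger calcium signal and so more RGS4 inhibition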
Target sequence (P49798 whole entry, looked up): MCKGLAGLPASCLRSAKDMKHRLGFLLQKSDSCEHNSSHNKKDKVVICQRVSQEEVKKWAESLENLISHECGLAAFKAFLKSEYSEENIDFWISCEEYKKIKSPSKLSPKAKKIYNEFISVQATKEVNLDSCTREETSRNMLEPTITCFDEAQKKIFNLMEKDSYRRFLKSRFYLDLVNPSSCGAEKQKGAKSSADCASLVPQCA
KCNQ1 act: potentiators or activators of KCNQ1 channel, primary screen, cell-based, thallium flux, high-throughput | Potassium voltage-gated channel subfamily KQT member 1 (Homo sapiens), P51787 | CHO-K1 KCNQ1, thallium flux FluxOR fluorescence; hits give high values | B-score at 10 µM | actives 0.35% (n = 310,000) | AID 2648, 2010;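 active = fluorescence ratio B-score, a plate-corrected score, at least three library SD, with initial intensity B-score within 5 SD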
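Material: CHO-K1 cells stably expressing KCNQ1. Medium: assay buffer for compound exposure, DMSO matched across wells. Reagent: K+/Tl+ depolarizing stimulus. Compound dosing: single-concentration screen. Times: 37 °C overnight plating, 90-min dark dye load, 20-min compound pretreatment. Technique: FluxOR Tl+ flux fluorescence.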
KCNK9 inh: KCNK9 potassium channel inhibitors, primary screen, HEK293 cells, thallium flux; Potassium channel subfamily K member 9 (Homo sapiens), Q9NPC2; FluxOR thallium flux fluorescence; hits give low values; B-score at 10 µM; actives 1.2% (n = 310,000);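 active = ratio B-score over 3 SD below the library mean, with starting fluorescence within 5 SD of its mean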;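 note: negative B-score means less thallium flux so channel inhibition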
Target sequence (Q9NPC2 whole entry, looked up): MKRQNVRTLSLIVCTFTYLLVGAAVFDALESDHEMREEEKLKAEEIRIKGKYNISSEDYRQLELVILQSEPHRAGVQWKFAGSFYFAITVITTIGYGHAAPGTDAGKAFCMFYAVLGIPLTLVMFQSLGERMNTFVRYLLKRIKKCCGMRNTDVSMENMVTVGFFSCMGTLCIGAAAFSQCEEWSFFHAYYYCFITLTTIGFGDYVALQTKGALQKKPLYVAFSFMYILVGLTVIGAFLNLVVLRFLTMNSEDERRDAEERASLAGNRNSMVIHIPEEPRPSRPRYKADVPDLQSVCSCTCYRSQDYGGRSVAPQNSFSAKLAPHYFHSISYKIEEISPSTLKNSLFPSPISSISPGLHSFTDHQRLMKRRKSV
PolyA inhibitor: polyadenylation inhibitors in yeast reporter cells, primary screen, luminescence, S. cerevisiae; S. cerevisiae SKY197-pL101 polyadenylation reporter, beta-gal luminescence; efflux-impaired pdr1/pdr3 knockout yeast; score 100 = 6 SD above DMSO; calls only at 12 µM; actives 0.02% (n = 300,000); AID 1875, 2009;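 active = lowest replicate activity score at least 50, where 100 means six control SD above control mean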;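 note: yeast exposed to compound for 9 h at 30 °C; higher score means more reporter readthrough which indicates perturbed polyadenylation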
Numbers without * were called inactive; i = inactive; · = no result given. Only part of the results is shown; the hit share may differ from the screen's.

item | structure | GSK3B inh | RGS4 act | KCNK3 block | DYRK1A inh | hERG rescue | GSK3 alpha inh | KCNQ1 inh | RGS4 inh | KCNQ1 act | KCNK9 inh | PolyA inhibitor
1 | C=CCc1cccc2cc(C(=O)NC(C)(C)C)c(=O)oc12 | -1 | i | i | 5 | -3 | 1 | i | i | i | i | i
2 | CCOC(=O)C1=C(C)N(CCCC(=O)O)C(=O)NC1c1cccc(OC)c1 (stereo not drawn) | 3 | i | · | · | -5 | -1 | i | i | i | i | i
3 | CCOc1ccc(C2N(c3ccc(Cl)cc3)C(=O)C3CCCN32)cc1OC (stereo not drawn) | 0 | i | i | -3 | -7 | 1 | i | i | i | i | i
4 | Cc1ccc(C(=O)CC2(O)C(=O)N(CN3CCOCC3)c3ccccc32)cc1 (stereo not drawn) | 0 | i | i | · | -5 | -4 | i | i | i | i | i
5 | Cc1c(C(=O)N2CCN(Cc3ccccc3)CC2)oc2c1C(=O)CC(C)(C)C2 | 6 | i | i | 8 | -7 | -2 | i | i | i | i | i
6 | Cc1ccc(NNC(=O)c2snnc2C)cc1Cl | 1 | i | i | 0 | -8 | -3 | i | i | i | i | i
7 | COc1ccc(CCc2nc(-c3ccc(-n4cccc4)cc3)no2)cc1 | -2 | i | i | -7 | -12 | 0 | i | i | i | -6.6* | i
8 | CC(C)NC(=O)CSc1nc2ccccc2c(=O)n1CCCOC(C)C | -3 | i | i | -16 | 2 | 0 | i | i | i | i | i
9 | CCN(CC(=O)Nc1ccc2c(c1)OCCO2)C(=O)CC1CCCC1 | 2 | i | i | 0 | 1 | 0 | i | i | i | i | i
10 | COc1cccc(OCC(=O)O/N=C(\N)c2ccc(OC)c(OC)c2)c1 | -2 | i | i | -11 | -6 | -2 | i | i | i | i | i
11 | COc1ccc(Nc2ncnc3c2oc2ccccc23)cc1 | 1 | i | i | 9 | -5 | -1 | i | i | i | i | i
12 | Cc1ccc(NC(=S)N/N=C/c2ccc(OCCC(C)C)cc2)c(C)c1 | -1 | i | i | -1 | -12 | -1 | i | i | i | i | i
13 | Cc1ccc(NC(=O)c2cc3ccccc3cc2O)cc1 | -4 | i | i | -1 | -10 | 1 | i | i | i | i | i
14 | COc1ccc(N(C)S(=O)(=O)c2c(C)[nH]c(=O)[nH]c2=O)cc1 | 1 | -8.1* | i | -5 | -6 | -1 | i | i | i | i | i
15 | O=C(OCc1c(F)cccc1Cl)c1cnccn1 | -1 | i | i | 0 | -2 | 0 | i | i | i | i | ·

4 structures already listed, arranged by count of non-hydrogen atoms, largest number first.
item | structure | GSK3B inh | RGS4 act | KCNK3 block | DYRK1A inh | hERG rescue | GSK3 alpha inh | KCNQ1 inh | RGS4 inh | KCNQ1 act | KCNK9 inh | PolyA inhibitor
3 | CCOc1ccc(C2N(c3ccc(Cl)cc3)C(=O)C3CCCN32)cc1OC (stereo not drawn) | 0 | i | i | -3 | -7 | 1 | i | i | i | i | i
10 | COc1cccc(OCC(=O)O/N=C(\N)c2ccc(OC)c(OC)c2)c1 | -2 | i | i | -11 | -6 | -2 | i | i | i | i | i
14 | COc1ccc(N(C)S(=O)(=O)c2c(C)[nH]c(=O)[nH]c2=O)cc1 | 1 | -8.1* | i | -5 | -6 | -1 | i | i | i | i | i
1 | C=CCc1cccc2cc(C(=O)NC(C)(C)C)c(=O)oc12 | -1 | i | i | 5 | -3 | 1 | i | i | i | i | i

Continued:
item | structure | GSK3B inh | RGS4 act | KCNK3 block | DYRK1A inh | hERG rescue | GSK3 alpha inh | KCNQ1 inh | RGS4 inh | KCNQ1 act | KCNK9 inh | PolyA inhibitor
16 | N=C1c2ccccc2CN1NC(=O)c1cccc(S(=O)(=O)N2CCCC2)c1 | -3 | i | i | -3 | -2 | -1 | i | i | i | i | i
17 | CCC(C(=O)Nc1ccc(C(C)C)cc1)c1ccccc1 (stereo not drawn) | 2 | i | i | -4 | -9 | 0 | i | i | i | i | i
18 | O=C(c1ccc(CS(=O)(=O)c2c(Cl)cccc2Cl)o1)N1CCN(c2ccccn2)CC1 | 5 | i | i | -4 | -5 | -3 | i | i | i | i | i
19 | COc1ccc(C)cc1S(=O)(=O)N(C)CC(=O)N1CCC(C(N)=O)CC1 | 3 | i | i | -5 | -12 | -1 | i | i | i | i | i
20 | COc1ccccc1C(NC(C)=O)c1c(O)ccc2ccc(O)cc12 (stereo not drawn) | 0 | i | i | 8 | -7 | -2 | i | i | i | i | i
21 | CCOC(=O)C1(Cc2cccc(OC)c2)CCN(CC(O)CO)CC1 (stereo not drawn) | 0 | i | i | -7 | -5 | -2 | i | i | i | i | i
22 | CCCNC(=O)c1onc(CSc2ccc(Cl)cc2)c1C(=O)NCCOC | -2 | i | i | 11 | -5 | · | i | i | i | i | i
23 | O=C(c1cc2c(s1)-c1ccccc1OC2)N1CCCC1 | -22 | i | i | -13 | 1 | · | i | i | i | i | i
24 | COc1ccc(OC)c(C2Nc3nc4ccccc4n3C(C)=C2C(=O)Nc2ccc(C)cc2C)c1 (stereo not drawn) | 0 | i | i | -6 | -15 | · | i | i | i | i | i
25 | CCOc1ccc(N(CC(=O)Nc2ccccc2C(=O)NC(C)CC)S(C)(=O)=O)cc1 (stereo not drawn) | 1 | i | i | 0 | -9 | -2 | i | i | i | i | i
26 | CCOc1cc(C=O)ccc1OCC(=O)N1CCCC1 | 2 | i | i | -4 | -20 | -1 | i | i | i | i | i
27 | C=CCNC(=O)CSc1nnc(C(CC)N(C)C)n1C1CCCCC1 (stereo not drawn) | -25 | i | i | -3 | -9 | -2 | i | i | i | i | i
28 | COC(=O)c1ccc(C(=O)OC)c(NC(=S)N2CCN(c3cccc(Cl)c3)CC2)c1 | 11 | i | i | 9 | -4 | 2 | i | i | i | i | i
29 | C/C(=C/c1ccccc1)C(=O)N1CCN(c2ccccc2)CC1 | 0 | i | i | -2 | -14 | -2 | i | i | i | i | i
30 | Cc1cccc(OCc2nnc(SCC(=O)N3CC(=O)Nc4ccccc43)o2)c1 | -1 | i | i | -6 | -8 | 1 | i | i | i | i | i
31 | COc1ccc(CCNC(=O)C2CCN(C(=O)c3ccc([N+](=O)[O-])cc3)CC2)cc1 | 2 | i | i | -8 | -7 | -2 | i | i | i | i | i
32 | CCCn1c(SCC(=O)N2CCN(CC)CC2)nc2c1c(=O)n(C)c(=O)n2C | 1 | i | i | 0 | -7 | -1 | i | i | i | i | i
33 | CCN(CC(=O)Nc1ccc(C)c(F)c1)CC(=O)NC(C)(C)C | 6 | i | i | -3 | -10 | -2 | i | i | i | i | i
34 | O=C(NCC1COCCO1)c1cc(COc2ccc(F)cc2F)on1 (stereo not drawn) | 0 | i | i | -1 | -8 | 1 | i | i | i | i | ·
35 | COc1ccc(OC)c(/C(O)=C/C(=O)C(=O)Nc2cc(C)cc(C)c2)c1 | 1 | i | i | -1 | -12 | 0 | i | i | i | i | i
36 | Cc1cccc(NC(=S)NCC(c2cccnc2)N2CCOCC2)c1 (stereo not drawn) | 1 | i | i | -8 | -4 | 2 | i | i | i | i | i
37 | COc1ccc(-c2nc(N)ncc2-c2ccc(Cl)cc2)c(O)c1 | -5 | i | i | -7 | -3 | 4 | i | i | i | i | i
38 | COc1ccc2c(C)c(Cl)c(=O)oc2c1 | 4 | i | i | -2 | -1 | -1 | i | i | i | i | i
39 | CCN(CC)S(=O)(=O)c1ccc(/C=C/C(=O)OCC(=O)N(C)C)cc1 | 3 | i | i | · | -3 | 1 | i | i | i | i | ·
40 | Cc1ccc2nc(-c3ccc(NC(=S)NCCC(C)C)cc3)sc2c1 | 1 | i | i | -1 | -5 | -1 | i | i | i | i | i
41 | O=C1c2ccccc2C(=O)c2c(Nc3ccc(CCO)cc3)ccc(O)c21 | -1 | i | i | 5 | -13 | 7 | i | i | i | i | i
42 | CC(=O)Nc1ccc(NC2=CC(=O)c3ccccc3C2=O)cc1 | -1 | i | i | -6 | -5 | -1 | i | i | i | i | i
43 | COc1ccc(S(=O)(=O)Nc2cccc(SC)c2)cc1C(=O)N1CCOCC1 | 2 | i | i | -4 | -12 | -4 | i | i | i | i | i
44 | Cc1cc(NC(=O)c2cccc(S(=O)(=O)N3CC(c4ccccc4)CC3=O)c2)no1 (stereo not drawn) | -1 | i | i | 6 | -5 | 6 | i | i | i | i | i
45 | O=C(NCC1CCCO1)C1CCCN1C(=O)NC1CCCCC1 (stereo not drawn) | 1 | i | i | 0 | -16 | 0 | i | i | i | i | i
46 | Cc1cc(C)c2nc(SCCc3ccccc3)nc(C)c2c1 | -24 | i | i | -6 | -7 | 0 | i | i | i | i | i
47 | CCCc1cc(=O)[nH]c(SCC(=O)Nc2sc3c(c2C#N)CCCC3)n1 | 3 | i | i | 3 | -9 | -6 | i | i | i | i | i
48 | COc1ccc(N2CCN(C(=O)C3CCCN(S(=O)(=O)c4ccc5c(c4)oc(=O)n5C)C3)CC2)cc1 (stereo not drawn) | -2 | i | i | -3 | -4 | 0 | i | i | i | i | i
49 | COc1ccc(/C=C(/NC(=O)c2cccs2)C(=O)Nc2ccc(C)cc2)cc1OC | -1 | i | i | -1 | -9 | -2 | i | i | i | i | i
50 | CN1Cc2ccccc2CC1CNCc1c(C(=O)N2CCCC2)nc2ccccn12 (stereo not drawn) | 3 | i | i | -3 | -10 | · | i | i | i | i | i
51 | O=C(NC1CC1)C1=C[C@@H](C2CC2)C[C@@H](OCCCCO)O1 | -2 | i | i | 4 | -8 | · | i | i | i | i | i
52 | CCOC(=O)C1CCCN(CCC(=O)Nc2cccc(Cl)c2C)C1 (stereo not drawn) | 3 | i | i | 5 | -6 | -1 | i | i | i | i | i
